Source: PubChem BioAssay (several laboratories)
TcdB GH inh = inhibitors of Clostridioides difficile toxin B glycohydrolase; P18177; TcdB glycohydrolase enzymatic assay, plate reader; inhibition, % at 9.99 µM; hit rate 0.24% among 350,000; in the data active = inhibition above about 10%
VHR inh abs = inhibitors of human VHR1 phosphatase (DUSP3) | P51452 | recombinant VHR phosphatase, pNPP absorbance | inhibition, % at 13.3 µM | hit rate 0.52% among 290,000; in the data active = inhibition above about 50%; also: some compounds called inactive have numbers as strong as hits
Target sequence (P51452 whole entry, looked up): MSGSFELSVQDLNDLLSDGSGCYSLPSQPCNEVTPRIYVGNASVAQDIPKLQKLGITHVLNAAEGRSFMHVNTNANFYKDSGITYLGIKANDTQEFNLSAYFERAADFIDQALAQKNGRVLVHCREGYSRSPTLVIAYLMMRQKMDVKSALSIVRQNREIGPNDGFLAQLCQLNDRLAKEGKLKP
3CLpro inhibitor = SARS-CoV 3CLpro protease inhibition | P0C6X7 | recombinant SARS-CoV 3CLpro, quenched FRET peptide cleavage | inhibition, % at 6 µM | hit rate 0.14% among 290,000 | AID 1706; in the data active = inhibition above about 12%
PrPC TRFRET = cell surface PrPC inhibition, primary TR-FRET screen. AID 720596. P04156. TR-FRET read-out. hit rate 0.43% among 370,000. inhibition, % at 13.8 µM; in the data active = inhibition above about 24%; also: 0% = median of the test wells and 100% = reference compound wells
Yp Topo-I inh = inhibitors of Yersinia pestis topoisomerase I; Y. pestis Topo-I cleavage product accumulation, plate reader; hit rate 0.064% among 360,000; activity, % at 10 µM; AID 504884; in the data active = activity above about 50%, passing the limit was not always enough; also: inactives centre near 2
MazF activator = increases E. coli MazEF RNase cleavage of RNA; P0AE70; FAM/BHQ RNA-DNA oligo cleavage fluorescence, 5 h; activation, % at 20 µM; hit rate 0.32% among 350,000; in the data active = activation above about 50%
Target sequence (P0AE70 whole entry, looked up): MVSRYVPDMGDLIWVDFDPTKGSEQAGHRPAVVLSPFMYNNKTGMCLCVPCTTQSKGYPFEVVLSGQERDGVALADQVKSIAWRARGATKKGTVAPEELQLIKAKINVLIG
Vc quorum ag = inducers of Vibrio cholerae quorum light production without autoinducers | V. cholerae BH1578 lux reporter, luminescence, 6 h | hit rate 0.16% among 350,000 | activation, % at 18.7 µM; in the data active = activation mostly above about 9.7%, no sharp cut-off; also: not every result past the cut was called active; inactives centre near 0; reference of the scale not given here
Rv3671c inh = Rv3671c (M. tuberculosis) protease inhibition; P9WHR9; inhibition, % at 5.96 µM; hit rate 0.048% among 320,000; in the data active = inhibition above about 38%;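 also: extracellular domain of Rv3671c used as enzyme; 0% = enzyme with DMSO and 100% = no enzyme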
Target sequence (P9WHR9 whole entry, looked up, the tested form may be a part): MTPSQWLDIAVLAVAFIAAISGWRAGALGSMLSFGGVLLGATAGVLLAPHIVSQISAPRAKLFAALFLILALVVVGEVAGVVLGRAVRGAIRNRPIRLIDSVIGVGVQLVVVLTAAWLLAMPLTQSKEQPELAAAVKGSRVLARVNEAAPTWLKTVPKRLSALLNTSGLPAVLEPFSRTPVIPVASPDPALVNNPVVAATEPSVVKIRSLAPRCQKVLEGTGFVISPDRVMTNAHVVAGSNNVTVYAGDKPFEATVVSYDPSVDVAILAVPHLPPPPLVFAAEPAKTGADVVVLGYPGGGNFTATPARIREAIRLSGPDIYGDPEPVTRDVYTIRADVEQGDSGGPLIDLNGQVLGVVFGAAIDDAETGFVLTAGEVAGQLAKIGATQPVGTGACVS
PriA SSB inh = K. pneumoniae PriA-SSBct interaction inhibition | AlphaScreen SSBct-PriA binding, biotinylated peptide | inhibition, % at 33 µM | hit rate 0.6% among 430,000; in the data active = inhibition mostly above about 37%, no sharp cut-off; inactive = mostly below about 20%;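 also: plate controls were negative control peptide for no effect and reference peptide for full effect; strong numbers were not always called active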
CCHFV vOTU inh = CCHFV vOTU protease inhibition; Pep-AMC fluorescence; hit rate 0.55% among 370,000; inhibition, % at 11.5 µM; in the data active = inhibition above about 30%; also: 0% = vehicle wells with enzyme and 100% = no enzyme wells
* = called active by the depositor; i = inactive; x = no result given; & = joins results of further samples. Not all compounds are listed; count on the stated rates, not on these rows.

structure	TcdB GH inh	VHR inh abs	3CLpro inhibitor	PrPC TRFRET	Yp Topo-I inh	MazF activator	Vc quorum ag	Rv3671c inh	PriA SSB inh	CCHFV vOTU inh
O=C(COc1ccc(F)cc1)c1ccc2c(c1)CCCC2	x	x	-2	2	22	4	-0.3	2	-33	20
CON(C)c1nc(OCC#N)nc(N(C)C)n1	1.2	18	1	7	4	-4	i	8	-13	0
COc1ccc(C)cc1N(C(=O)c1ccco1)C(C(=O)NC1CCCC1)c1cc(OC)c(OC)c(OC)c1 (stereo not given)	-1.0	46	-2	7	9	9	-0.3	-9	12	2
CC(C)N1C(=O)CN(C2CCCCCC2)C(=O)C1c1ccccc1F (stereo not given)	0.9	10	8	6	2	9	-0.2	0	-16	-2
CN1C(=O)/C(=C/c2ccccc2OCc2ccccc2F)NC1=S	x	36	2	-4	17	-8	i	-3	-3	14
O=c1c2ccccc2ncn1C1CCCCC1	x	11	-1	5	19	5	2.9	6	-7	-12
COc1cc(NC(=O)C2CCCN2S(=O)(=O)c2ccc3c(c2)CC(C)N3C(C)=O)cc(OC)c1 (stereo not given)	0.2	28	-1	3	9	11	-0.5	-10	-6	3
CC(C)(C)CC(C)(C)n1nnnc1N	-1.5	x	x	5	-4	2	x	x	-6	15
O=C(O)C1=C[C@H](C2CC2)C[C@H](OCc2ccc(CO)cc2)O1	0.6&-1.4	x	x	-1	5	-1	2.4	-2	-9	-7
CCN1CCN(C(=O)CCN2C(=O)c3ccccc3S2(=O)=O)CC1	-1.5	x	x	1	7	3	-6.2	4	-2	-1
Cc1cccn2c(=O)c3cc(C(=O)N4COCC4(C)C)sc3nc12	1.3	10	3	-10	7	7	1.1	-6	0	-33
Cc1ccnc2nc(C(=O)OCC(=O)N3CCc4ccccc43)nn12	0.5	17	0	1	-2	-1	-0.4	2	-12	3
Cc1ccc(NC(=O)N2CCCC2C(=O)NCC2CCCO2)cc1 (stereo not given)	0.2	6	-2	6	4	13	-0.4	-6	-5	-11
CCCCn1c(SCC(=O)NCc2ccco2)nc2c1c(=O)n(C)c(=O)n2C	x	9	-1	3	6	5	i	6	3	1
Cc1ccc(C(=O)NN2C(=O)C3C4c5ccccc5C(c5ccccc54)C3C2=O)cc1 (stereo not given)	x	8	1	6	5	4	-0.3	-11	-4	-26
COc1ccc(CC(C)CC(=O)NCCc2ccc(OC)c(OC)c2)cc1 (stereo not given)	3.0	20	-2	0	6	4	0.8	2	-25	13
O=C(/C=C/c1ccc(O)c(O)c1)O[C@@H]1C[C@](O)(C(=O)O)C[C@@H](O)[C@H]1O	6.4&6.3	x	x	-5&-6	1&-3	9&3	-0.4	5&-1	-1	4&4
C(=N\N1CCN(C2c3ccccc3-c3ccccc32)CC1)/c1cccnc1	x	-3	4	2	5	2	i	4	x	8
O=C(Nc1c2c(nn1-c1ccc([N+](=O)[O-])cc1)CS(=O)(=O)C2)c1ccco1	0.3	-22	-5	-27	-2	6	-0.6	-1	0	2
O=C(CN1C(=O)/C(=C/c2ccccc2)SC1=S)N1CCN(CCc2ccccn2)CC1	-0.7	6	1	-6	31	0	-0.4	-30	0	5
CC(=O)NC1(C(F)(F)F)C(=O)Nc2c1c(=O)[nH]c(=O)n2CCc1ccccc1 (stereo not given)	0.6	13	-4	4	4	5	-0.5	6	-4	-5
Nc1cc(C(F)(F)F)ccc1OCC1CCCO1 (stereo not given)	-0.7	1	-2	1	6	3	i	-5	-7	-16
O=C(C=Cc1cccs1)c1ccc(Cl)s1	0.1	x	x	0	11	4	i	x	-4	15
CC(NC(=O)Nc1ccccc1C(F)(F)F)C1CCCO1 (stereo not given)	x	-2	-2	3	3	-7	-0.9	0	-11	-15
COC(=O)c1ccccc1OCC(=O)N1CCN(c2ccc(OC)cc2)CC1	x	13	-5	11	3	1	-0.3	-9	7	-7
Cc1nc2c3ccccc3nc(NNC(=O)CCC(=O)NCCC(C)C)n2n1	-0.7	-9	-2	9	1	7	1.9	4	8	-11
CN1CCN(NC(=O)c2cn(-c3ccccc3)nc2-c2cccs2)CC1	0.2	9	-1	-2	-6	3	i	3	1	-4
COC(=O)c1nnn(-c2nonc2N)c1COc1ccc(C=O)cc1OC	1.5	22	0	-2	9	-3	i	8	4	2
COCCc1ccc(OC2(C)CCN(Cc3cccc(OCOC)c3)C2)cc1 (stereo not given)	1.2	x	x	-8	8	x	-0.3	x	x	-5
CC(C)(C)c1ccc(NC(=O)COC(=O)CCc2nc3ccccc3c(=O)[nH]2)cc1	0.7	-2	6	-3	18	-7	-0.5	-9	-14	-12

Continued, overlapping the part above by 4 compounds.
structure	TcdB GH inh	VHR inh abs	3CLpro inhibitor	PrPC TRFRET	Yp Topo-I inh	MazF activator	Vc quorum ag	Rv3671c inh	PriA SSB inh	CCHFV vOTU inh
CN1CCN(NC(=O)c2cn(-c3ccccc3)nc2-c2cccs2)CC1	0.2	9	-1	-2	-6	3	i	3	1	-4
COC(=O)c1nnn(-c2nonc2N)c1COc1ccc(C=O)cc1OC	1.5	22	0	-2	9	-3	i	8	4	2
COCCc1ccc(OC2(C)CCN(Cc3cccc(OCOC)c3)C2)cc1 (stereo not given)	1.2	x	x	-8	8	x	-0.3	x	x	-5
CC(C)(C)c1ccc(NC(=O)COC(=O)CCc2nc3ccccc3c(=O)[nH]2)cc1	0.7	-2	6	-3	18	-7	-0.5	-9	-14	-12
Cc1ccccc1Cn1ccc(-c2ccc(Cl)cc2)c(C#N)c1=O	x	20	2	3	5	-19	-7.1	-5	-1	15
Cc1nn(CC2CC2)c(=O)n1-c1ccccc1F	-0.9	0	2	-2	6	3	i	1	-6	5
O=C(NCc1cccnc1)c1cccnc1Sc1ccc(Cl)cc1	0.9	41	5	-5	6	2	-0.2	-5	-7	-7
COc1cc(C(=O)NCc2nnc(SCC(=O)N3CCCCC3)o2)cc(OC)c1OC	x	20	9	0	6	-6	0.0	0	-28	8
COCCn1c(=O)[nH]c2cc(C(=O)N3CCN(c4ccccc4F)CC3)ccc2c1=O	x	2	-2	x	6	9	i	-8	-6	x
Cc1ccnc(NC(=O)c2cccc([N+](=O)[O-])c2C)c1	0.0	12	-3	-2	-1	5	-0.1	-5	-9	11
CCOc1ccc2[nH]c(=O)c(CN(Cc3ccc(C)cc3)C(=O)N3CCCC3)cc2c1	x	2	1	10	5	5	i	-2	-4	-12
CCCCCCSc1ccc([C@H]2N[C@@](CC(C)C)(C(=O)OC)[C@H]3C(=O)N(C)C(=O)[C@@H]23)cc1	1.2	x	x	2	29	2	i	0	-11	18
CCOC(=O)c1sc(-c2ccc(C(F)(F)F)cc2)nc1O	-0.1	-5	1	-12	4	-19	-0.4	-1	-8	1
COCCCNC(=O)CCc1ccc(S(=O)(=O)Nc2ccc(C)cc2)cc1	x	29	-4	3	6	9	-0.4	-9	-25	9
COc1ccc(N2CCN(C(=O)c3ccc4c(c3)NC(=O)C(CSCc3ccccc3F)N4)CC2)cc1 (stereo not given)	-0.1	x	x	2	11	8	i	x	x	4
CCOC(=O)c1nn(-c2ccc(Cl)cc2)c(=O)c(C#N)c1C	2.1	6	2	-55	-5	4	i	2	-8	-12
Cc1ccc(Oc2ccc(C=O)cn2)cc1	0.2	24	1	-1	9	-12	-0.6	4	-7	-4
CCC1(CC)CNC(=O)NC1	0.9	x	x	7	-2	-1	i	x	0	-17
CC(C)(C)C1CCc2c(sc(NC(=O)c3ccncc3)c2C(N)=O)C1 (stereo not given)	1.5	-1	1	-4	25	4	i	-30	9	-2
CCOC(=O)C1=C(N2CCCCC2)c2cc3c(n2C1=O)CCCC3	x	36	0	-20	6	5	-2.2	12	17	20
OC(Cn1c2ccccc2c2ccccc21)C[n+]1ccccc1 (stereo not given)	x	19	3	-3	-2	12	-0.7	6	-17	-1
CC1(C)Cc2c(sc(NC(=O)c3ccco3)c2C#N)C(C)(C)N1	x	24	x	x	x	3	x	-3	-6	x
CCOC(=O)C1CCN(Cc2c(F)cccc2Cl)CC1	0.5	7	-3	5	12	-4	-0.2	4	-24	-14
O=C(O)c1c(Cl)cccc1Cl	-0.8	x	x	1	11	3	-0.4	-1	11	-6
COc1ccc(OC)c(C(Nc2ccccc2)P(=O)(OC(C)C)OC(C)C)c1 (stereo not given)	0.6	21	0	9	14	-14	i	1	-14	1
COCCn1c(=O)[nH]c2cc(C(=O)Nc3cc(C)cc(C)c3)ccc2c1=O	1.4	25	-3	8	4	9	-0.3	-7	14	15
CC1=C(C#N)C(c2cn(-c3ccccc3)nc2-c2cccs2)C(C#N)=C(C)N1	x	24	8	1	-8	-9	i	-18	-16	9
CCOc1ccc(CCNC(=O)c2oc3c(c2C)-c2[nH]ncc2CC3)cc1OCC	-0.2	-14	-2	-1	11	8	-1.1	1	-3	1
COc1ccc(NC(=O)CCNC(=O)c2ccc([N+](=O)[O-])cc2)cc1S(=O)(=O)N1CCOCC1	1.6	x	x	-27	-8	1	i	x	-5	4
O=C(O)CCCn1cc(NC(=O)COc2cccc(Cl)c2)cn1	-0.3	0	-3	-6	3	-30	i	5	0	9
COc1cc(C(=O)NCc2nnc(SCC(=O)NCCc3ccccc3)o2)cc(OC)c1OC	3.1	6	0	-5	-12	1	-0.8	-2	-14	4
O=C(CSCc1cc(=O)n2ccsc2n1)Nc1ccccc1	-0.2	-31	-4	-4	-7	5	i	-5	-12	-2
CC(C)CC(CO)NS(=O)(=O)c1cccc(Cl)c1F (stereo not given)	0.1	x	x	4	4	5	i	x	4	-3
CC(C)COC(=O)NC1c2ccccc2Oc2ccccc21	-0.4	9	4	3	9	11	-0.4	-1	-3	-1
COc1ccc(NC(=O)/C(C#N)=C\c2ccc(OCc3ccc(C(=O)O)cc3)c(OC)c2)cc1	0.2	-1	1	0	9	-30	-3.6	-2	-19	-2
COc1ccc(C(CNC(=O)c2ccc(S(=O)(=O)N(C)C)cc2)N(C)C)cc1 (stereo not given)	0.2	22	1	-4	-5	-6	-0.5	-4	-6	3
